# Tb PGK inh: blocks T. brucei phosphoglycerate kinase; P07378; Potency, µM (top dose mostly 57.5 µM), inactives show at the highest dose activity change, negative = inhibition, actives largely listed as inhibitors; 380,000 compounds, 0.043% hits; PGK/GAPDH coupled, Kinase-Glo luminescence, 60 min; further: on the % scale 0 is the no-effect control and ±100 the full control effect; nearly all actives have a fitted effect of over 60% in size
# Target sequence (P07378 whole entry, looked up): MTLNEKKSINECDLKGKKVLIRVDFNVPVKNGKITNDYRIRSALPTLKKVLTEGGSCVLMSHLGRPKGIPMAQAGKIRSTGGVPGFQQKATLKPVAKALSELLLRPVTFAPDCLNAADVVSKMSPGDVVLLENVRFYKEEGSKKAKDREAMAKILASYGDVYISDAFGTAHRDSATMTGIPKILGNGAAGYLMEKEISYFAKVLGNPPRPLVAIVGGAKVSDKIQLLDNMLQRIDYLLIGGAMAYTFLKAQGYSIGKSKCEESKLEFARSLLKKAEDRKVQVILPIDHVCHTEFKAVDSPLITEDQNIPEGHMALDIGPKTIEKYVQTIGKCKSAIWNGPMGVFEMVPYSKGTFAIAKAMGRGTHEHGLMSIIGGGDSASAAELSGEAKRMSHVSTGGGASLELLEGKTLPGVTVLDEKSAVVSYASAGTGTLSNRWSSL
#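 Luminescent ATP detection (Kinase-Glo Plus) follows a 60-minute room-temperature incubation, with wells lacking PGK as controls. Buffer: 100 mM TEA (pH 7.6), 5 mM MgCl2, 0.01% Tween-20. Coupling enzyme GAPDH (100 nM final) supplies unstable 1,3-BPG in-well.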
# ERG Ets-DNA blk: blocks human ERG Ets domain binding to DNA; P11308; fluorescence polarization, His-ERG Ets domain / labelled DNA; Potency, µM (series often up to 76.9 µM), without a hit: at the top dose FP activity, negative = inhibition, hits mostly inhibitors; 370,000 compounds, 0.028% hits; AID 624246; active means well fitted inhibition curve with a large enough effect in the polarisation, with a control signal flat; inconclusive means small, poorly fitted or top-dose-only effect, or effect the other way, or a change in a side signal; inactive means no such curve, though single readings can be large or run the other way; the % refers to the polarisation;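 further: polarization taken with two DNA probes labelled with fluorescein and Texas red; % of control where 0% means no effect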
#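 His-tagged ERG Ets domain (1 uM in the protein solution; 300mM KCl, 50mM Tris-HCl, 1mM EDTA, 1mM DTT, pH 7.5) received compound, then a probe mix of 5 nM fluorescein-DNA and 100nM Texas-615-DNA. Fluorescence polarization was read for both dyes.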
# rTrxR1 inhibitor: inhibitors of rat thioredoxin reductase 1; Potency, µM (top dose mostly 114 µM), for the others: at the top dose activity change, negative = inhibition, actives largely listed as inhibitors; recombinant rTrxR1, NADPH fluorescence consumption, selenite substrate; 390,000 compounds, 1% hits; AID 588453; O89049; further: on the % scale 0 is the no-effect control and ±100 the full control effect; nearly all actives have a fitted effect of over 65% in size
# Target sequence (O89049 whole entry, looked up): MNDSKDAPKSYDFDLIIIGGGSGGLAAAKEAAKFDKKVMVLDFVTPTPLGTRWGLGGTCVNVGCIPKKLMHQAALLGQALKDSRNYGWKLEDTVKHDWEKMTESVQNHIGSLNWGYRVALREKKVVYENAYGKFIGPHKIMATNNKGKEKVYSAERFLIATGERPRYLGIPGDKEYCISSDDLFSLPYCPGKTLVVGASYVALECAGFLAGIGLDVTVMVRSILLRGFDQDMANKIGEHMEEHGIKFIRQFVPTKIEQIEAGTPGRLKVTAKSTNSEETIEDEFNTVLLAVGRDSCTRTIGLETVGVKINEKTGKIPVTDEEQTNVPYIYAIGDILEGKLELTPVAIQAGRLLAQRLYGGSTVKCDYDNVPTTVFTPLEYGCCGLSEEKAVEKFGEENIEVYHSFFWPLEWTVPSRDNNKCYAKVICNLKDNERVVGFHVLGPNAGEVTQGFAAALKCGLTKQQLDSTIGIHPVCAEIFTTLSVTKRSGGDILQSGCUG
#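 Rat TrxR1 (90 nM in the dispensed reagent) was pre-reduced with 400 uM NADPH for 5 min at room temperature, then incubated with compound for 15 min. After 400 uM selenite was added, NADPH fluorescence (Ex 340/Em 450 nm) was followed for 8 min.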
# 12-LOX inh: ALOX12 (human) lipoxygenase inhibition; purified 12hLO, xylenol orange hydroperoxide absorbance; Potency, µM (series often up to 108 µM), inactives show at the highest dose activity change, negative = inhibition, usual class: inhibitors; 580,000 compounds, 1.1% hits; AID 1671190; further: on the % scale 0 is the no-effect control and ±100 the full control effect
#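 Purified human 12hLO at 150 nM in 25 mM Hepes, 0.01% Triton X-100, pH 7.0, preincubated 15 min at room temperature with compound. Reaction started with 40 uM arachidonic acid, 30 min at room temperature. Hydroperoxide measured by Fe-xylenol orange, 573/405 nm absorbance ratio.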
# JMJD2A Tudor inh: JMJD2A Tudor domain (human) inhibition. O75164. AlphaScreen JMJD2A-Tudor / H3K4me3 peptide binding. Potency, µM (top dose mostly 114 µM), for inactives: at the highest dose activity change, negative = inhibition, hits mostly inhibitors. 390,000 compounds, 4.4% hits. AID 504339; further: on the % scale 0 is the no-effect control and ±100 the full control effect; nearly all actives have a fitted effect of over 50% in size
# RGS4 inh: blocks human RGS4-accelerated GTP hydrolysis. AID 504845. Potency, µM (series often up to 114 µM), for inactives: at the top dose activity change, negative = inhibition, hits mostly inhibitors. Transcreener GDP fluorescence polarization, RGS4-accelerated GTP hydrolysis. P49798. 390,000 compounds, 0.039% hits; further: on the % scale 0 is the no-effect control and ±100 the full control effect; nearly all actives have a fitted effect of over 75% in size; some results filed as inactive show a strong effect at the top dose
#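 MLSMR compounds (23 nl, pin-transferred) preincubated 10 min at room temperature with a 500nM (2x) first reagent, then RGS4 at 900nM (2x) plus Transcreener GDP mix added; fluorescence polarization (620/688 nm) read before and after 90 min at 30 °C.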
# Pin1 inh: human Pin1 inhibition. Pin1 FP peptide displacement, HiFluor488, 10 min. 390,000 compounds, 0.009% hits. Q13526. Potency, µM (doses to about 115 µM), for inactives: top-dose activity, negative = inhibition, usual class: inhibitors. AID 504891; active means well fitted inhibition curve with a large enough effect in the polarisation, with a control signal flat, not every such curve was filed as active; inconclusive means small, poorly fitted or top-dose-only effect, or effect the other way, or a change in a side signal; inactive means no such curve, though single readings can be large or run the other way; the % refers to the polarisation; further: on the % scale 0 is the no-effect control and ±100 the full control effect
# Target sequence (Q13526 whole entry, looked up): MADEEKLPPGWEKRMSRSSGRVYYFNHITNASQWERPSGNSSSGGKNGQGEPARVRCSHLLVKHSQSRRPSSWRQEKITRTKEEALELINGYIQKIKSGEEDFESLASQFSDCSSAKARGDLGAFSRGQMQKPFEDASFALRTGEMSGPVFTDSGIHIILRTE
# GLS inh: glutaminase GLS (human) inhibition; O94925; GLS enzymatic activity, qHTS titration; Potency, µM (titrated, usually from 45.5 µM), inactives show top-dose activity change, negative = inhibition, hits mostly inhibitors; 410,000 compounds, 0.21% hits; AID 624170; further: on the % scale 0 is the no-effect control and ±100 the full control effect
#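 Human kidney-isoform GLS in 45 mM KH2PO4 pH 8.2, 0.02% Tween-20, with compound, started with 1mM L-Glutamine (added stock). Glutamate oxidase/HRP/Amplex red coupled fluorescence read at start and after 30 min at RT.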
# HP1b binding inh: HP1-beta chromodomain-methylated histone interaction inhibition. AlphaScreen HP1-beta / biotin-H3K9me3 peptide binding. 390,000 compounds, 0.56% hits. P83916. Potency, µM (highest dose often 114 µM), without a hit: at the highest dose activity change, negative = inhibition, usual class: inhibitors; further: nearly all actives have a fitted effect of over 70% in size; inactives centre near 23
#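 Compound inhibition of the preformed complex between 50 nM HP1-beta and 50 nM biotinylated H3K9me3 peptide was read by AlphaScreen. Buffer was PBS pH 7.4 with 0.01% Tween-20. Incubations ran 30 min at room temperature, with 10 ug/mL donor/acceptor beads.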
# Numbers without * were called inactive; i = inactive; ? = inconclusive; / = no result given; & = joins results of further samples; [ ] = remark or other dose. Unless noted, the call rests on the fitted dose curve; in most records, active means well fitted curve in the direction sought with a large enough effect; inconclusive means small, poorly fitted or top-dose-only effect, or another doubt; inactive means no such curve, though single readings can be large; an effect the other way counts as inactive or inconclusive. Potency means the concentration at half of the fitted maximal effect. Only part of the results is shown; rates above refer to the full screens.
GLS inh,JMJD2A Tudor inh,Tb PGK inh,12-LOX inh,Pin1 inh,ERG Ets-DNA blk,RGS4 inh,HP1b binding inh,rTrxR1 inhibitor,canonical_smiles
14%,-13%,-7%,-13%,-2%,2%,31%,16%,-5%,Cc1ccc(Cc2nnc(SCC(=O)Nc3c(C)cccc3C)[nH]c2=O)cc1
12%,-6%,3%,22%,-8%,-5%,-7%,45%[activator],6%,COc1cccc(C(=O)Nc2ccccc2N2CCOCC2)c1
19%&11%,35µM*,-15%&-3%,?,?,-12%,9%&-9%,32µM*,-20%&-13%,CC(=O)Nc1ccc(S(=O)(=O)NC2=C(N3CCN(Cc4ccccc4)CC3)C(=O)c3ccccc3C2=O)cc1
0%,-12%,9%,-20%,3%,-6%,14%,42%,0%[57.1 µM],Cc1ccc(CNC(=O)CCCN2C(=O)COc3ccc(C)cc32)cc1
3%,-21%,-9%,-10%,3%,2%,-17%,28%,35µM*,COc1ccccc1CNc1cc(-c2ccccc2)nc2nncn12
1%,-4%,9%,0%,-1%,-3%,10%,25%,10%[57.1 µM],COc1ccc(CNC(=O)c2cc(-c3ccc(OC)cc3)nc3n[nH]c(-c4cccc([N+](=O)[O-])c4)c23)cc1
-4%,-3%[11.4 µM],-2%,0%,-11%,-10%,4%[11.4 µM],45%[activator],9%[57.1 µM],CC(NC(=O)OCc1ccccc1)C(=O)OCN1C(=O)c2ccccc2C1=O (stereo not given)
5%,-9%,5%,-21%,5%,8%,8%,12%[57 µM],3%[57.1 µM],CN(C)S(=O)(=O)c1cccc(NC(=O)C2CCN(S(=O)(=O)c3cccs3)CC2)c1
-11%,?,3%,-10%,-3%,-8%,-19%,-10%,0%,CCOC(=O)CN(C(=O)CSc1nnc(CNc2ccc(C)cc2C)o1)c1ccccc1
6%,-20%,i,?,7%,5%,30%,21%,3%,CC(C)CCOc1ccc(C2N=C(N)Nc3nc4ccccc4n32)cc1 (stereo not given)
-7%,-10%,-7%,0%,14%,1%,1%,40%[activator],16%[57.1 µM],CCC1=Nc2cc(C(=O)NCc3ccccc3Cl)ccc2Sc2ccc(C)cc21
8%,-6%,-8%,-23%,0%,/,23%,16%,6%,CC(C)COc1ccc(/C(=N/O)c2ccccc2)cc1

# Filtered by structure: those above containing an aryl methoxy group (three)
GLS inh,JMJD2A Tudor inh,Tb PGK inh,12-LOX inh,Pin1 inh,ERG Ets-DNA blk,RGS4 inh,HP1b binding inh,rTrxR1 inhibitor,canonical_smiles
12%,-6%,3%,22%,-8%,-5%,-7%,45%[activator],6%,COc1cccc(C(=O)Nc2ccccc2N2CCOCC2)c1
3%,-21%,-9%,-10%,3%,2%,-17%,28%,35µM*,COc1ccccc1CNc1cc(-c2ccccc2)nc2nncn12
1%,-4%,9%,0%,-1%,-3%,10%,25%,10%[57.1 µM],COc1ccc(CNC(=O)c2cc(-c3ccc(OC)cc3)nc3n[nH]c(-c4cccc([N+](=O)[O-])c4)c23)cc1

# Carrying on.
GLS inh,JMJD2A Tudor inh,Tb PGK inh,12-LOX inh,Pin1 inh,ERG Ets-DNA blk,RGS4 inh,HP1b binding inh,rTrxR1 inhibitor,canonical_smiles
-2%,-10%,-3%,?,-2%,-7%,-9%,31%,24%,O=C(Nc1ccccc1C(=O)O)c1cc(S(=O)(=O)Nc2ccccc2)ccc1Cl
3%,-8%,3%,4%,-3%,2%,-3%[56.9 µM],33%,11%,CC(C)(C)c1cc(N)n2nc(C(C)(C)C)cc2n1
8%,45µM*,-14%,/,20%,-1%,-14%,9%,-1%,CCc1nn2c(=O)cc(COc3ccc(/C=C4\C(=N)N5N=C(CC(C)C)SC5=NC4=O)cc3)nc2s1
4%,-2%,-4%,-5%,1%,-1%,-11%,18%,-13%,COc1ccc(-c2[nH]ncc2/C=C(\C#N)C(=O)NC2CC2)cc1
0%,-16%,-1%,161%[activator],7%,10%,-1%,27%,6%,CN(C)C(=O)c1ccc(-n2cnc3ccccc3c2=O)cc1
9%,-7%,-9%,47%[activator],-2%,-12%,-2%,35%,19%,Cc1cccc(N2CCN(C(=O)c3ccccn3)CC2C)c1 (stereo not given)
-2%,1%,-3%,-7%,-5%,0%,4%,29%,2%,CN(CCCC(=O)NCc1ccccc1)S(=O)(=O)c1ccc([N+](=O)[O-])cc1
2%,?,5%,-7%,11%,6%,29%,18%,12%[57.1 µM],Cc1cc(C)cc(Nc2sc(C(=O)c3ccccc3)c(N)c2S(=O)(=O)c2ccccc2)c1
2%,-6%,i,167%[activator],0%,1%,-54%,-9%,-3%[57.1 µM],CN(C)C(=O)CSc1nnc([C@H](Cc2ccccc2)NC(=O)OC(C)(C)C)o1
1%,-35%,3%,-20%,-1%,5%,17%,7%,9%,Cn1nnnc1SCCCNCc1ccc(-c2ccc(F)c(Cl)c2)o1
1%,-6%,6%,0%,-2%,-5%,27%,28%,-3%,C/C(=N\NC(=O)C(C)Sc1ccccc1)C(C)(C)C (stereo not given)
-4%,6%,2%,8%,7%,10%,-15%,29%,10%,O=C(Nc1ccc(Cl)cc1)C1CCC(CNS(=O)(=O)c2ccc(Br)s2)CC1 (stereo not given)

# Part of the list above, with each value named.
CN(C)C(=O)c1ccc(-n2cnc3ccccc3c2=O)cc1
  GLS inh = 0% | JMJD2A Tudor inh = -16% | Tb PGK inh = -1% | 12-LOX inh = 161%[activator] | Pin1 inh = 7% | ERG Ets-DNA blk = 10% | RGS4 inh = -1% | HP1b binding inh = 27% | rTrxR1 inhibitor = 6%

Cc1cccc(N2CCN(C(=O)c3ccccn3)CC2C)c1 (stereo not given)
  GLS inh = 9% | JMJD2A Tudor inh = -7% | Tb PGK inh = -9% | 12-LOX inh = 47%[activator] | Pin1 inh = -2% | ERG Ets-DNA blk = -12% | RGS4 inh = -2% | HP1b binding inh = 35% | rTrxR1 inhibitor = 19%

# Next section.
GLS inh,JMJD2A Tudor inh,Tb PGK inh,12-LOX inh,Pin1 inh,ERG Ets-DNA blk,RGS4 inh,HP1b binding inh,rTrxR1 inhibitor,canonical_smiles
-14%,-19%,-15%,-32%,6%,4%,-31%,14%[57 µM],14%[57.1 µM],CSc1ccc(-c2nnc(NC(=O)c3ccc4c(c3)OCCO4)o2)cc1
-13%,4%,-1%,1%,-1%,10%,19%[56.9 µM],27%,32%,Cc1cc(C(C)(C)C)n2nc(C)c(-c3ccccc3)c2n1
-10%,-5%,2%,1%,-4%,-5%,32%,-6%,24%,CCOc1ccc(N(CC(=O)N2CCCC2)S(=O)(=O)c2ccc(Cl)cc2)cc1
0%,-28%,-5%,6%,-2%,-13%,-28%,24%,14%,Cc1nc(-c2cccc(NS(C)(=O)=O)c2)cs1
-11%,-21%,-6%,-11%,23%,9%,-4%,26%,17%,CCn1c(=O)c(C(=O)CN(C)CC(=O)Nc2ccccc2Br)c(N)n(Cc2ccccc2)c1=O
1%,-7%,-2%,2%,-5%,16%,-1%,22%,38%[activator],O=C(COC(=O)c1ccccc1)Nc1cccc(S(=O)(=O)N2CCOCC2)c1
2%,?,-10%,?,?,-10%,-24%,-15%,6%,O=C1N=c2ccccc2=C1c1sc(Nc2cccc(O)c2)nc1O
0%,-3%,-8%,6%,6%,-3%,-8%,11%,-17%,CC(C)Oc1ccc(C(=O)NC2CCSc3ccccc32)cc1 (stereo not given)
25%,-6%,-4%,0%,-2%,9%,4%,48%[activator],16%,Cc1ccc(S(=O)(=O)NNC(=O)c2cnn(-c3ccccc3)c2C(F)(F)F)cc1
-1%,?,-1%,5%,?,0%,-15%,3%,0%,CCCc1ccc(-c2cc(C(=O)N/N=C/c3ccc([N+](=O)[O-])o3)c3ccccc3n2)cc1
-3%,-3%,-3%,4%,-1%,-13%,12%,5%,6%[57.1 µM],Cc1ccc(/C=C/S(=O)(=O)NCc2ccc(F)cc2)cc1
-7%,5%,-9%,/,1%,-7%,10%,40%[activator],3%[57.1 µM],CC(=O)c1ccc(NC(=O)Oc2ccccc2)cc1
0%,-34%,i,-16%,4%,-2%,-4%,-18%,20%[57.1 µM],O=C(CC(c1ccc(F)cc1)c1ccco1)Nc1nccs1 (stereo not given)
0%,-10%,-4%,-14%,0%,/,7%,13%,19%,COC(=O)Nc1ccc(OC)c(OC)c1
3%&14%,-2%&4%,-1%,51%&-19%[activator],-4%&-13%,-1%&2%,-4%&9%,20%&20%,24%&11%[57.1 µM],O=C(CSCc1cccc(F)c1)NCc1ccccc1
21%,-12%,0%,0%,15%,-7%,26%,23%,18%[57.1 µM],Cc1ccc(S(=O)(=O)NCC2CCC(C(=O)NCc3cccnc3)CC2)cc1 (stereo not given)
1%,-14%,-6%,5%&-1%,0%,-11%,13%,26%,7%,COc1ccc(C(=O)COC(=O)CNC(=O)c2cc(OC)cc(OC)c2)cc1
-1%,-11%,-2%,1%,-2%,17%,-2%[56.9 µM],16%,22%,O=C(O)CCCn1ccc2cc(S(=O)(=O)N3CCCC3)ccc21
-2%,-16%,-1%,?,7%,-1%,-2%,23%,-4%,Cc1ccnc(N2CCC(C(=O)Nc3ccc4c(c3)CCC4)CC2)n1
1%,?,9%,-1%,-8%,-6%,16%,41%[activator],10%,CCCn1nnnc1NC(=O)c1ccc(C)cc1Cl
1%,-24%,-2%,0%,1%,-3%,0%,5%,6%,O=C(COC(=O)c1cccnc1Cl)Nc1cccc(S(=O)(=O)N2CCOCC2)c1
-6%,-4%,0%,0%,30%,-7%,?,35%,2%,CC(Oc1ccc(Cl)cc1Cl)c1nc(-c2ccc(NC(=O)c3ccco3)cc2)no1 (stereo not given)
